Screening results deposited in PubChem BioAssay by several laboratories.
bCat nuc transl = alters nuclear translocation of beta-catenin in HeLa cells; immunofluorescence imaging; nuclear translocation activity, % at 5 µM; actives 0.3% (n = 190,000); AID 1665;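 active means nuclear translocation activity above 50% at 5 µM, with a well cell count of 50 or more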;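 further: per-cell ratio of nuclear to cytoplasmic median beta-catenin stain intensity; plate controls were DMSO negative control for no effect and GSK-3 inhibitor IX positive control for full effect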
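System: Human HeLa cells, endogenous beta-catenin | Compound dosing: 5 µM primary, 0.02–20 µM confirmation | Timing: 24 h compound exposure at 37°C, 5% CO2 | Measured by: Fluorescence imaging of beta-catenin antibody stain plus DAPI | Read-out basis: % activation of per-cell nuclear versus cytoplasmic median beta-catenin signal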
MT stabilizer = microtubule stabilizers in HeLa cells. HeLa tubulin immunostaining HCS, 24 h; share of cells brighter than vehicle mean+2SD. % tubulin-high responders, % at 10 µM. actives 0.83% (n = 200,000);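 active means plate Z-score above 3 for both tubulin-high and condensed-nucleus cell shares, with cell loss under 80%, at 10 µM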;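 further: anti alpha tubulin signal scored within the nucleus-defined area of each cell; some results filed as inactive read as strong as hits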
Ins promoter up = MIN6 insulin promoter up-regulation | MIN6 insulin promoter-GFP reporter, high-content imaging; hits give high values | z-score at 5 µM | actives 0.3% (n = 190,000) | AID 1625;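 active means z-score above 3 at 5 µM with at least 500 cells counted in the well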
Autophagy HCS = alters autophagy in cells. MEF GFP-LC3 puncta imaging; test concentration mostly 10 µM. AID 463193. calls only at 10 µM (by protocol). actives 0.98% (n = 190,000);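 active means percentage of spot-positive cells more than 3 SD above its plate mean, without a fluorescence outlier flag or 80% toxicity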;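 further: spot-positive cell cutoff set from DMSO-treated cells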
CSM14.1 death rescue = protection against thapsigargin-triggered cell killing – 384-well, CSM14.1, ATP luminescence, primary screen (AID 1222). CSM14.1 thapsigargin-induced death rescue, ATP luminescence; higher % means a stronger effect. one-dose cellular ATP content (survival), % at 20 µM; EC50 in µM for titrated hits. 190,000 tested, under 10 active;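 active means EC50 below 50 µM in the dose-response confirmation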;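 further: death triggered by thapsigargin at about 15 µM added after 2 h compound pretreatment; cell ATP read after overnight thapsigargin exposure of roughly 18 to 22 hours; normalized against plate controls of thapsigargin alone and 5% DMSO vehicle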
Dynein transport = dynein cargo transport inhibition. 3617.4 mouse cells, GR-EGFP nuclear translocation imaging; test concentration mostly 20 µM; stimulated with dexamethasone, 1 µM; hits give low values. z-score, hits read low. actives 0.47% (n = 220,000);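 active means plate z-score of nuclear minus cytoplasmic receptor signal below a set negative limit, without overly bright fluorescence or cell loss, cut at about -3.5 in these data, passing the limit was not always enough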;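 further: z-score of nuclear minus cytoplasmic ring GR-EGFP intensity difference per well; some compounds called inactive have numbers as strong as hits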
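Buffer or medium: tet-free medium with charcoal-stripped serum / Also added: dexamethasone agonist, 1.0 µM final, for 30 min / Timing: induction 48 h, compound 1 h, agonist 30 min / Measured by: high-content fluorescence imaging after fixation / Read-out: nuclear-to-cytoplasmic GR-EGFP distribution per well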
UTI89 phage lysis = protection from phage-mediated lysis, alamar blue read-out – E. coli UTI89, K1F phage, bacterial capsule biogenesis inhibitors (AID 488966); E. coli UTI89 K1F phage lysis, alamar blue, 2 h; higher % means a stronger effect; one-dose inhibition, % at 100 µM; IC50 in µM for titrated hits; actives 0.02% (n = 340,000);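 active means phage lysis inhibition, versus mean bacterial control, above a set limit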;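 further: capsule biogenesis inhibitors block K1F phage lysis so surviving cells raise fluorescence; higher fluorescence means more inhibition of phage lysis; actives were called in the ten point dose series up to 300 µM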
M17LAP inhibition = P. falciparum M17LAP inhibitors, primary screen, biochemical, fluorogenic H-Leu-NHMec substrate, 1536-well (AID 1619). recombinant M17LAP, H-Leu-NHMec fluorogenic kinetic assay; higher % means a stronger effect. inhibition, % at 30 µM; hits with a dose series show IC50 in µM. actives 0.38% (n = 220,000);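 active means compound inhibiting the enzyme by more than half at any dose during confirmatory dose-response retesting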;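 further: plate controls were full reaction with DMSO carrier for no effect and no enzyme background for full effect; strong numbers were not always called active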
P. falciparum M1AAP = malaria alanyl aminopeptidase activity blockers – biochemical, fluorogenic H-Leu-NHMec substrate, 1536-well (AID 1445); recombinant M1AAP, H-Leu-NHMec fluorogenic kinetic assay; higher % means a stronger effect; inhibition, % at 30 µM; hits with a dose series show IC50 in µM; actives 0.42% (n = 220,000);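 active means primary inhibition above the hit cutoff, then over 50% inhibition at one or more dose response concentrations, cut at about 23% in these data, passing the limit was not always enough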;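 further: plate controls were DMSO full reaction for no effect and no enzyme background for full effect; strong numbers were not always called active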
Dynein transport cytoplasmic EGFP = also measured in Dynein transport; calls as there; z-score; measured here: cytoplasmic GR-EGFP intensity; hits give high values
Dynein transport nuclear GR-EGFP = also measured in Dynein transport; calls as there; z-score; measured here: nuclear GR-EGFP intensity;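 lower value marks the stronger effect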
Dynein transport cell count = also measured in Dynein transport; calls as there; z-score; measured here: cell count per field
Ins promoter up cell count = second read-out of Ins promoter up, no call of its own (marks repeat the call); cell count; measured here: cytotoxicity, nuclei count;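 total cells summed across four imaged fields per well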
bCat nuc transl cell count 5 µM = further read-out of bCat nuc transl, marked with its call; cell count; measured here: cell count, cytotoxicity flag
MT stabilizer Hoechst-high % = also measured in MT stabilizer; calls as there; % Hoechst-high responders; measured here: nuclear condensation Hoechst responders;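 share of cells brighter than vehicle mean plus two SD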
MT stabilizer cytotoxicity % = recorded beside MT stabilizer, whose call it bears; toxicity, %; measured here: cytotoxicity by cell density;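 0% = mean cell density of plate MIN control wells and 100% = no cells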
Autophagy HCS cell loss 18 h = also measured in Autophagy HCS; calls as there; toxicity, %; measured here: cell loss, nuclei count;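 cell loss after 18 h compound exposure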
Active calls of the source: *; i = inactive; · = no result given; + = active, no number; & = joins results of further samples; [ ] = remark or other dose. These rows are one share of the data (hit frequency here may not be typical).

SMILES	bCat nuc transl	bCat nuc transl cell count 5 µM	MT stabilizer	MT stabilizer Hoechst-high %	MT stabilizer cytotoxicity %	Ins promoter up	Ins promoter up cell count	Autophagy HCS	Autophagy HCS cell loss 18 h	CSM14.1 death rescue	Dynein transport	Dynein transport cytoplasmic EGFP	Dynein transport nuclear GR-EGFP	Dynein transport cell count	UTI89 phage lysis	M17LAP inhibition	P. falciparum M1AAP
c1ccc(-c2ccc(-c3n(-c4ccccn4)c4ccccc4[n+]3-c3ccccn3)cc2)cc1	0.0	1092	3.7	1.5	9.1	0.26	1431	+	·	2.7%	1.5	-0.22	0.3	-0.024	0.5%	-82%	-2%
CC1(C)COC(Nc2cccc(Cl)c2)=N1	4.0	1101	2.0	1.1	3.6	0.53	948	i	0	-0.2%	-0.97	-0.35	-0.32	0.65	-0.2%	-3%	11%
Cc1ccccc1C1=NCC(=O)N(CC(=O)NCc2ccco2)c2sc3c(c21)CCCC3	-7.4	1214	1.8	1.2	14	0.7	1137	i	35	-3.3%	-0.75	-0.13	-0.24	0.11	2.4%	2%	7%
CCN(CC)P(=O)(NC(=O)C(Cl)(Cl)Cl)N(CC)CC.[Cl-].[Cl-].[Cl-].[Nd+3]	·	·	2.6	2.4	8.4	-0.62	946	i	6	1.5%	-0.78	0.12	-0.53	0.82	9.7%&0.2%	0%	8%
CC12CCCCC1=NC(c1ccc(Br)cc1)N2O (stereo not given)	-4.7	949	3.8	2.9	4.8	0.46	1156	i	15	2.1%	-0.36	-0.18	0.19	0.1	1.0%	5%	1%
O=C1NC(=O)C(=Cc2ccc(Sc3ccccc3)o2)C(=O)N1	-0.7	1303	·	·	·	0.41	1063	·	·	·	-0.84	-0.23	-0.45	0.11	-1.2%	31%	22%
CCSc1nnc(C(N)Cc2ccccc2)o1 (stereo not given)	-2.0	1361	2.8	1.7	7.8	-0.23	1639	i	-1	-1.2%	-0.59	-0.25	-1	0.35	-0.4%	-12%	-2%
CCCCN1CCC(C#N)(Nc2ccccc2)CC1	2.2	1172	3.4	3.9	3.9	·	·	i	-9	1.6%	0.76	-0.29	0.37	-0.7	1.0%	9%	-2%
N#CCCn1cc(C(=O)O)c(-c2cccc([N+](=O)[O-])c2)n1	-2.2	1021	3.5	2.6	7.5	1.5	1187	i	-3	-1.8%	-0.041	-0.28	0.48	0.03	0.4%	12%	-6%
Cc1cccc(-n2c(C)nc3cc(C(=O)N4CCC5(CC4)OCCO5)ccc32)c1	1.7	827	48*	32*	34*	-0.58	1260	i	-25	-0.5%	-0.4	-0.21	0.042	-0.0098	5.9%	-4%	-10%
O=C(O)c1c[nH]c2ccc(S(=O)(=O)N(CCCl)CCCl)cc12	6.5	1021	1.7	1.0	5.7	·	·	i	8	-4.1%	-0.036	0.36	-0.052	0.6	0.3%	2%	13%
CCN(CC)c1ccc(N=Cc2c(O)n(-c3ccc(OC)cc3)c(=O)[nH]c2=O)cc1	·	·	1.7	1.4	5.4	-0.36	1001	i	-18	0.3%	-5.1	22	0.61	-4.9	1.1%	0%	6%
CC(C)c1ccc(C2N3CCCN23)cc1 (stereo not given)	·	·	2.1	2.5	2.8	0	1244	i	6	-4.2%	-0.73	-0.18	-0.5	0.072	6.6%	-9%	1%
C=CCn1c(O)c(C(CC)=NCc2ccc3c(c2)OCO3)c(=O)[nH]c1=O	1.7	1243	·	·	·	-0.44	1087	·	·	·	-0.16	-0.23	0.069	0.16	·	6%	1%
Cc1ccc(-n2c(-c3cccs3)nc3ccccc3c2=O)cc1	1.6	1420	3.9	2.0	7.8	0.6	1446	i	-20	-2.1%	-1.4	0.99	0.2	1.5	0.5%	-5%	9%
COC(=O)N1C(c2ccccc2)C1c1ccccc1 (stereo not given)	0.3	844	1.0	0.7	7.8	0.4	1582	i	-23	0.1%	-0.53	-0.17	0.032	0.65	·	·	·
CC(=O)N1CN2CN(C(C)=O)CC(C(=O)c3ccc(Br)cc3)(C2)C1	-8.6	1036	1.3	1.4	4.1	0.12	1327	i	-1	-0.7%	-0.22	-0.18	-0.21	0.4	0.3%	-5%	7%
CCC(=NCCO)c1c(O)n(C2CCCCC2)c(=O)[nH]c1=O	-3.4	1012	4.9	3.7	5.9	1.3	1424	i	-14	0.1%	-1.4	-0.33	-1	0.46	1.6%	2%	-1%
CCOC(=O)c1c(/N=C/C2C(=O)NC(=O)NC2=O)sc2c1CCC2	-1.4	1077	6.8	2.5	9.0	-0.17	1232	i	11	-0.3%	1.8	-0.34	1.2	0.29	-3.3%	2%	-4%
CN(C)C(=O)Oc1ccc(-c2cn3cc(C(F)(F)F)ccc3n2)cc1	·	·	1.3	4.6	5.4	0.19	1304	i	8	-4.9%	-1.1	-0.16	-0.71	0.79	0.1%	-21%	3%
CN(C(=O)Oc1ccc([N+](=O)[O-])cc1)c1ccccc1	-1.7	982	3.0	2.7	4.1	-0.3	1336	i	-1	-4.9%	-0.096	-0.27	0.068	0.61	-0.1%[50 µM]	4%	10%
O=C(CN1CCCC1=O)Nc1ccccc1	·	·	1.2	1.0	3.5	0.37	973	i	-2	0.0%	-0.98	-0.29	-0.39	1.8	3.6%[50 µM]	-4%	3%
O=C1CN=C(c2ccccc2)c2cc(Br)ccc2N1Cc1cc(=O)n2ccccc2n1	-0.3	1025	2.8	2.0	3.4	-0.99	1547	i	12	-2.5%	0.34	-0.28	0.29	0.062	-5.2%	-4%	8%
C/C(=C\c1ccc(N(C)C)cc1)[N+](=O)[O-]	0.2	1387	2.6	1.8	3.7	-1.2	1450	i	-3	-5.6%	-4.5*	0.9*	-2.1*	0.64*	-0.2%	-7%	3%
Cc1ccccc1CN1CCN(Cc2ccccc2)CC1	1.6	1009	1.8	1.7	11	0.15	1487	i	11	-2.7%	-1.6	-0.29	-0.86	0.89	0.1%	13%	5%
CCOc1cc(C(=O)N2CCC3(CC2)OCCO3)cc(OCC)c1OCC	-0.7	1069	2.9	1.5	7.6	0.51	1825	i	4	2.2%	-1.2	0.2	-0.23	1.1	0.8%	-6%	-1%
COc1ccccc1N=C1SCCCN1C	-0.7	1157	1.9	2.1	7.2	0.78	1077	i	-7	-1.3%	-0.18	-0.13	0.23	-0.16	5.3%	-6%	5%
COc1ccc(-c2cc(=Nc3ccccc3)c3cc(C)ccc3o2)cc1	3.3	898	4.4	2.6	9.2	0.1	1151	i	-11	-2.7%	0.3	-0.27	0.23	0.55	0.4%	-16%	-5%
N/C(=N/[N+](=O)[O-])N1CCN(C(=O)c2ccc(Cl)cc2)CC1	4.3	1044	4.0	3.1	6.5	-0.22	1109	i	15	0.7%	-1.2	-0.19	-0.83	-0.18	-0.2%	9%	7%
COc1ccc(CC[n+]2cc(/N=C(\C)[O-])on2)cc1OC	-2.0	1219	3.2	2.8	6.2	-0.05	1171	i	-8	-0.9%	1.4	-0.2	0.56	-0.25	0.2%	5%	9%
CC[N+](CC)(CC)CCCCCCCCCC[N+](CC)(CC)CC	·	·	1.1	0.9	9.8	0.39	956	i	1	0.5%	-0.02	-0.038	0.36	-1.1	0.4%	-11%	-1%
Cc1ccc(-n2c(C)cc(/C=C3\C(=O)NC(=O)N(C)C3=O)c2C)cc1C	·	·	2.0	2.1	4.4	0.01	1249	i	0	0.4%	-0.51	0.57	-0.49	0.14	3.4%	13%	0%
COc1ccccc1CN1CCN(C(=O)COc2ccccc2)CC1	-0.7	1029	2.9	1.8	4.3	-4.6	748	i	-3	-1.3%	-0.66	-0.24	-0.46	0.21	2.7%	11%	-4%
CCN(CC)P(c1n(C)cc[n+]1C)N(CC)CC	0.5	1122	2.8	3.9	3.8	-0.06	1362	i	-8	1.5%	1.4	-0.26	1.3	-2.2	0.8%	-7%	2%
CCOC(=O)C1=C(N)OC2=C(C(=O)CCC2)C12C(=O)N(CC(N)=O)c1ccccc12 (stereo not given)	-1.6	1447	2.7	1.8	4.9	0.21	1534	i	2	-1.3%	-0.14	-0.24	-0.92	0.42	-0.1%	12%	5%
Cc1nc(Cl)sc1C(=O)Nc1ccc2ccccc2c1	-2.6	599	2.5	2.2	5.3	1.2	1342	i	25	-3.1%	1.7	-0.18	0.97	-1.8	2.1%[50 µM]	-2%	-2%
Cc1ncc(CN2CCCC(C(=O)c3sccc3C)C2)s1 (stereo not given)	-0.6	1112	2.3	3.2	14	0.16	1443	i	-10	-0.9%	1.6	-0.18	0.93	-1.4	0.4%	-10%	-2%
CCN(CC)CCN=Cc1c(O)n(Cc2ccco2)c(=O)[nH]c1=O	-2.9	1165	·	·	·	1	1353	·	·	·	-0.14	-0.3	-0.14	0.98	·	2%	5%
COc1ccc(C(=O)C2(C)N(O)C(C)C(c3cccs3)=[N+]2[O-])cc1 (stereo not given)	-0.2	1087	3.2	2.9	5.1	-0.19	1923	i	13	-1.8%	0.028	-0.21	-0.17	-0.44	-0.1%	8%	4%
